S1P1 ag pot: activates or potentiates agonism at human S1P1 receptor | S1P1 CRE-bla cells, forskolin, beta-lactamase FRET, potentiator mode; S1P1 agonist co-added at EC20, 2 nM; 100% = saturating reference agonist, 0% = basal | P21453 | 56,000 tested, 0.57% active | activation, % at 9.5 µM;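 active = activation above a cutoff set at the mean activation of all tested compounds plus 3 SD, cut at about 54% in these data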;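 note: forskolin at 4 µM as EC80 and the EC20 agonist is SEW2871; 100% = SEW2871 at its EC100 plus forskolin at EC80; some compounds past the cut are filed as inactive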
HEK293 NFkB inh: inhibitors of the PMA/ionomycin-induced NF-kB reporter in HEK293 cells. HEK-293 NF-kB luciferase reporter, luminescence. inhibition, % at 3 µM. 62,000 tested, 0.21% active;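 active = inhibition above the mean of all tested compounds plus 3 SD, cut at about 40% in these data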;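 note: 0% = stimulated DMSO wells and 100% = 10 µM reference inhibitor 5653914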
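Reagent: PMA plus ionomycin mix as NF-kB-activating stimulus. Assay system: NF-kB luciferase reporter HEK-293 cells. Technique: luminescence from luciferase substrate reagent. Incubation: 1 h compound pre-incubation, 16 h PMA/ionomycin at 37 °C. Benchmarks: DMSO only as uninhibited control, 10 µM reference inhibitor as full inhibition. Repeats: tested once.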
TNAP act mid DEA: activators of human TNAP at intermediate phosphate acceptor; purified TNAP, CDP-star luminescence, 100 mM DEA, 30 min; hits give high values; scale: 0 levamisole-inhibited, 1 vehicle-only enzyme; 64,000 tested, under 10 active; P05186; activation factor at 20 µM; AID 813;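 active = activation factor of at least 2 at 20 µM, relative to controls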
Target sequence (P05186 whole entry, looked up): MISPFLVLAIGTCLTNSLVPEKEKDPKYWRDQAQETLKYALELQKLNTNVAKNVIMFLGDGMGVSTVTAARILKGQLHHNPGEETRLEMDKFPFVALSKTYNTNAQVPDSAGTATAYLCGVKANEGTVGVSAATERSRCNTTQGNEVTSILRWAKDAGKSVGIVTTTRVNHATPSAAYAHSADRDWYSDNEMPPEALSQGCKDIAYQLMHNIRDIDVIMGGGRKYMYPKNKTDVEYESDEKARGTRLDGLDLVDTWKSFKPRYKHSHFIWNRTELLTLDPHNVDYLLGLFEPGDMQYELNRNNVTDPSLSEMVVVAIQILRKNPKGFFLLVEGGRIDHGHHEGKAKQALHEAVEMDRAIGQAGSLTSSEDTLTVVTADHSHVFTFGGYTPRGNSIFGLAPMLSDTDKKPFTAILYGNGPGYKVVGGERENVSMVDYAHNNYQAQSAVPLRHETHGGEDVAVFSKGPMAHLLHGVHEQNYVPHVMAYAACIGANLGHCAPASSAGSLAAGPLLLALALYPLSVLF
S1P3 ag: S1P3 (human) receptor agonism. activation, % at 4.5 µM. 60,000 tested, 0.1% active. Q99500. S1P3 NFAT-BLA reporter cells, FRET ratio; relative to 1 µM S1P, basal subtracted;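 active = activation above the screen-wide mean plus 3 SD, cut at about 4.5% in these data, passing the limit was not always enough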; note: some compounds called inactive have numbers as strong as hits
Target sequence (Q99500 whole entry, looked up): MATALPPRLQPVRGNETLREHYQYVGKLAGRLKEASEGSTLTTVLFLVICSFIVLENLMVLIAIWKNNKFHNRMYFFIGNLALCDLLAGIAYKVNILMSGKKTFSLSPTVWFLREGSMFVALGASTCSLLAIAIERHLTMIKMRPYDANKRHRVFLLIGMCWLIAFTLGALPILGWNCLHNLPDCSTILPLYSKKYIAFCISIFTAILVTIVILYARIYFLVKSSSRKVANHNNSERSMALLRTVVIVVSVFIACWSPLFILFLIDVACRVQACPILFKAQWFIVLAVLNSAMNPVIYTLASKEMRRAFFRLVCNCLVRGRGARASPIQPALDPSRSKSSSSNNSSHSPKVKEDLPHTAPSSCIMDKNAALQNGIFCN
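Measure – % activation relative to 1 µM S1P (100%), per plate · System – stable CHO line with human S1P3, Gα16, NFAT-BLA reporter · Timing – cells plated overnight, compound 4 h 37 °C, substrate 2 h RT · Technique – fluorescent BLA substrate, ex 405 nm, em 460/535 nm ratio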
Jurkat tox 60K: cytotoxicity toward Jurkat cells; Jurkat E6.1 viability, ATP luminescence, 48 h; inhibition, % at 4 µM; 56,000 tested, 1.2% active; AID 463;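 active = inhibition above the mean inhibition of all tested compounds plus 3 SD, cut at about 28% in these data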
Ec RNAP inh: Escherichia coli RNA polymerase inhibition. E. coli RNA polymerase, fluorescence transcription assay. inhibition, %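 (tested at 10 µM)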. 62,000 tested, 0.2% active. AID 559; in the data active = inhibition above about 20%;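 note: 0% = enzyme without compound and 100% = no enzyme blank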
M1 antag: blocks the rat M1 muscarinic receptor response to acetylcholine | AID 628 | B-score at 10 µM | 64,000 tested, 3.4% active | CHO-M1 cells, Fluo-4 calcium, ACh EC80 antagonist mode; hits give low values;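 active = calcium fluorescence response, raw or row-and-column corrected B-score, differing from the plate sample mean either way at a set confidence level, mostly lower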
M1 ag: agonists of M1 muscarinic receptor | CHO-M1 cells, Fluo-4 calcium fluorescence, agonist mode; hits give high values | B-score at 10 µM | 64,000 tested, 3% active | AID 626;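 active = fluorescence rise, raw or as B-score row- and column-corrected plate score, outside the 99.7% band of its plate's samples, either direction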
D1 mod: allosterically modulates the human D1 dopamine receptor; 58,000 tested, 5.9% active; HEK293 D1, CRE-luciferase, dopamine EC30 potentiation; actives deviate in either direction; B-score at 10 µM; P21728;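 active = luminescence count or its row- and column-corrected plate score outside the 99.7% band of the plate's sample wells, on either side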
* = called active by the depositor; / = no result given.

SMILES	S1P1 ag pot	HEK293 NFkB inh	TNAP act mid DEA	S1P3 ag	Jurkat tox 60K	Ec RNAP inh	M1 antag	M1 ag	D1 mod
O=C(COC(=O)c1ccccc1C(=O)c1ccccc1)c1ccco1	11	8	0.9	-0.3	-1	5	-0.26	-0.092	/
Cc1cc(NC(=O)CSc2ccc(-c3nc4cc(C)c(C)cc4[nH]3)cn2)no1	/	24	0.9	/	/	-4	-0.21	-0.16	-3.7
COc1ccc(Nc2nc(N3CCCCC3)nc(N3CCCCC3)n2)c(OC)c1	-17	8	0.8	-1.0	-3	9	-0.1	-0.73	2.4
Cc1ccnc(SCC(=O)O)n1	/	16	1	/	/	-2	0.26	2.2	-0.041
O=C(O)c1ccc(NS(=O)(=O)c2cccc3nsnc23)cc1	-12	7	0.9	-0.5	-4	7	1.2	-0.13	0.0092
O=C(O)C1CCCN(S(=O)(=O)c2ccc(F)cc2)C1 (configuration not stated)	-13	14	0.9	-1.3	1	-8	0.38	0.33	-0.022
O=S(=O)(N1CCOCC1)N1CCCN(S(=O)(=O)N2CCOCC2)CC1	/	5	1	0.4	-5	5	-0.26	0.2	-0.12
CCOC(=O)C1=C(C)NC2=C(C(=O)CC(c3ccc(OC)c(OC)c3)C2)C1c1ccc(C)o1 (configuration not stated)	5	8	0.9	0.4	0	8	-0.028	-0.56	-0.66
CN1CCc2c(sc3c2C(=O)NC(c2ccc4c(c2)OCO4)N3)C1 (configuration not stated)	-27	2	0.8	0.4	-2	7	0.21	-1.8	-0.16
Cc1ccc2nc(/C(C#N)=N/O)[nH]c2c1	-24	9	0.9	0.4	-3	10	1.2	3.6*	0.022
O=C(c1coc(=O)c(Br)c1)N1CCCc2ccccc21	-16	/	0.9	-0.9	/	-2	0.2	0.15	/
O=C(O)C1C2C=CC(C2)C1C(=O)NCc1ccccn1 (configuration not stated)	/	15	1	/	/	9	2.7*	0.7	-0.66
c1coc(CNc2c3c(nc4ccccc24)CCC3)c1	12	12	0.9	-2.2	9	3	-2.7	0.018	-0.8
CS(=O)(=O)Nc1ccccc1C(=O)Nc1ccc2c(c1)OCCO2	-4	9	0.9	1.1	-3	9	/	/	-0.17
C/C=C/Cn1c(SCc2ccccc2)nc2c1c(=O)[nH]c(=O)n2C	-5	24	1	-0.6	1	7	-2.7*	0.67	15*
COc1cc(-c2nnc(SCc3ccccc3Cl)o2)cc(OC)c1OC	-24	9	0.8	-0.7	-5	5	1.4	-0.073	/
COc1ccc(C2CC(c3ccc(OC)cc3)n3nc(NC(=O)c4ccco4)nc3N2)cc1 (configuration not stated)	1	22	1	-0.7	-3	4	1.1	-1.5	-0.017
COc1ccc(NC(=O)CN2CCC(C(N)=O)CC2)cc1	0	4	1	-0.5	-9	2	1.4	-0.0073	0.41
O=S(=O)(c1ccc(N2CCN(S(=O)(=O)c3ccc4c(c3)OCCO4)CC2)nc1)N1CCCC1	20	12	0.8	-0.5	14	7	-1.4	-0.0098	-0.65
CCOc1ccccc1N1CCN(C(=O)c2ccncc2)CC1	6	13	0.9	-1.3	7	9	0.11	0.49	-0.3
Cc1ccc2cc3cc(C(=O)NCCCN4CCCCCC4)oc3nc2c1	23	27	0.9	-0.8	8	-18	0.27	0.062	-0.29
C=CCNC(=O)NC(=O)COC(=O)CCCSc1nc2ccccc2[nH]1	22	10	0.9	-1.4	2	0	-1.2	0.33	-0.18
CCC(C)NC(=O)N[C@@H](CCSC)C(=O)O (some centres not stated)	-14	1	0.9	-0.9	-3	7	1.2	-0.1	-0.32
CCN(CC)CCNC(=O)c1ccc(NC(C)=O)cc1	-4	/	0.9	-2.1	/	6	0.6	-0.17	-0.0059
CC(/C(O)=C(\C#N)c1nc2ccccc2n1C)N1C(=O)c2ccccc2C1=O (configuration not stated)	/	14	1	/	/	1	-0.21	-1.8	-0.28

Entries listed so far shown as hits in M1 ag:
SMILES | S1P1 ag pot | HEK293 NFkB inh | TNAP act mid DEA | S1P3 ag | Ec RNAP inh | M1 antag | M1 ag | D1 mod
Cc1ccc2nc(/C(C#N)=N/O)[nH]c2c1 | -24 | 9 | 0.9 | 0.4 | 10 | 1.2 | 3.6* | 0.022

Grouped by structure: the entries above containing a halogen (three)
SMILES	S1P1 ag pot	HEK293 NFkB inh	TNAP act mid DEA	S1P3 ag	Jurkat tox 60K	Ec RNAP inh	M1 antag	M1 ag	D1 mod
O=C(O)C1CCCN(S(=O)(=O)c2ccc(F)cc2)C1 (configuration not stated)	-13	14	0.9	-1.3	1	-8	0.38	0.33	-0.022
O=C(c1coc(=O)c(Br)c1)N1CCCc2ccccc21	-16	/	0.9	-0.9	/	-2	0.2	0.15	/
COc1cc(-c2nnc(SCc3ccccc3Cl)o2)cc(OC)c1OC	-24	9	0.8	-0.7	-5	5	1.4	-0.073	/

The list goes on:
SMILES	S1P1 ag pot	HEK293 NFkB inh	TNAP act mid DEA	S1P3 ag	Jurkat tox 60K	Ec RNAP inh	M1 antag	M1 ag	D1 mod
O=C(O)c1ccc2oc(SCC(=O)N3CCCCC3)nc2c1	7	-32	1	0.6	0	11	/	/	-0.28
CCOC(=O)C1CCN(C(=O)CCn2c(=O)[nH]c3ccccc3c2=O)CC1	-6	1	0.9	0.0	-7	5	0.08	0.62	0.77
CN1CCC(N(C)C(=O)COc2ccccc2-c2ccccc2)CC1	-44	11	0.9	0.4	4	0	0.71	0.29	-0.95
CCC(c1nnnn1CCc1ccccc1)N1CCN(C(=O)c2ccco2)CC1 (configuration not stated)	23	2	0.9	-1.5	6	1	0.25	-0.56	0.66
Cc1cc(C)c(C)c(S(=O)(=O)NCc2cccnc2)c1C	-4	4	1	-1.2	0	9	-0.054	0.33	-0.42
COc1cc(C(=O)N2CCC(C(=O)Nc3cccc(C(C)=O)c3)CC2)cc(OC)c1OC	-10	11	1.1	-1.1	-3	-1	0.42	0.2	0.62
Cc1ccccc1-c1ccc(C=Nc2c(C)n(C)n(-c3ccccc3)c2=O)o1	-18	11	0.8	-1.0	2	3	-0.9	0.18	-0.54
CS(=O)(=O)N(CC(=O)NCC1CCCO1)Cc1ccc(Cl)cc1 (configuration not stated)	11	-8	0.9	-0.3	3	3	0.5	-0.013	0.91
COc1ccc(N2CCCn3c2nc2c3c(=O)n(Cc3ccc(F)cc3)c(=O)n2C)c(OC)c1	6	5	0.9	-2.0	6	6	-0.032	0.14	-0.38
Cc1cccc(NC(=O)c2sc(NC(=O)c3ccco3)c(C#N)c2C)c1C	5	15	0.9	0.3	-2	1	-2.5*	-0.63	0.091
Cc1cc(C(=O)COc2cccc(-n3cnnn3)c2)c(C)n1-c1ccccc1	54	-4	0.9	-1.2	8	3	-0.59	1.2	0.2
N#CCSc1ncnc2sc3c(c12)CCC3	1	2	0.9	-0.1	-3	2	1.1	-0.095	4.9*
CC(CCc1ccccc1)NCc1ccncc1 (configuration not stated)	-10	18	0.9	-0.7	1	15	-0.28	-2.1	-0.66
Cc1ccccc1NC(=O)c1cnn(-c2ccccc2)c1NC(=O)c1ccco1	-5	24	1	-0.2	5	8	-0.2	-0.15	-0.92
Cn1c(SCC(=O)NCc2cccs2)nnc1-c1ccc(S(=O)(=O)N2CCCC2)cc1	8	4	0.9	0.8	-4	9	0.47	0.0054	-0.22
COC(=O)c1cc(=O)n2c(-c3ccc(OC)cc3)csc2n1	-18	/	0.9	-3.6	/	10	0.04	-0.0059	-0.49
N#C/C(=C(/O)COC(=O)CCC1CCCCC1)c1nc2ccccc2[nH]1	-10	0	0.9	0.6	-4	4	0.43	-2.3	0.087
CCc1nnc(NC(=O)CSc2nnc(-c3ccoc3C)n2-c2ccccc2)s1	-3	2	0.8	-0.8	-4	-1	0.93	-0.044	-0.6
COc1ccc(-n2c(C)nc3c(cnn3-c3ccccc3)c2=O)cc1	30	-2	1	-2.1	19	-7	-0.12	-0.41	-0.06
Cc1cc2cc(CCNC(=O)CC(C)C)c(=O)[nH]c2cc1C	-4	18	0.8	-0.3	7	2	-0.055	0.8	-0.054
N#Cc1nc(-c2ccc(OCc3ccccc3)cc2)oc1NCc1cccnc1	60*	13	0.8	-1.2	5	3	-0.42	-0.04	0.0061
CN(C)c1ccc(C(c2nnnn2CCOC(=O)Nc2ccc(Cl)cc2)N2CCOCC2)cc1 (configuration not stated)	21	10	0.9	-1.4	5	8	-0.51	-0.11	-0.82
CCOc1ccc(S(=O)(=O)N2CCN(c3ccc(C)cc3C)CC2)cc1	57	4	0.9	-1.3	9	-4	-0.13	-0.93	-0.18
O=C(CN1C(=O)c2ccccc2C1=O)Nc1cccc2cccnc12	-12	2	0.9	-1.0	-7	1	-0.16	0.026	-0.027
CC(C)(C)OC(=O)N1CC2Cc3[nH]c(=O)ccc3C(C2)C1 (configuration not stated)	10	-10	1	-1.5	3	/	0.65	0	-0.43

Next part, overlapping the part above by 2 compounds.
SMILES	S1P1 ag pot	HEK293 NFkB inh	TNAP act mid DEA	S1P3 ag	Jurkat tox 60K	Ec RNAP inh	M1 antag	M1 ag	D1 mod
O=C(CN1C(=O)c2ccccc2C1=O)Nc1cccc2cccnc12	-12	2	0.9	-1.0	-7	1	-0.16	0.026	-0.027
CC(C)(C)OC(=O)N1CC2Cc3[nH]c(=O)ccc3C(C2)C1 (configuration not stated)	10	-10	1	-1.5	3	/	0.65	0	-0.43
CC(c1ccccc1)n1c(-c2ccncc2)n[nH]c1=S (configuration not stated)	7	8	0.9	-1.3	-3	11	0.57	0.21	0.023
C=CCOc1ccccc1/C=c1\sc2nc(-c3oc4ccccc4c3C)nn2c1=O	/	7	0.9	-0.9	-6	10	-0.28	5.2*	-0.055
CN(Cc1ccccc1)c1nc2c(c(=O)[nH]c(=O)n2C)n1CCOc1ccccc1	-15	1	0.9	-0.1	3	-1	-0.006	0.89	6.8*
CSCCC1NC2(C(=O)Nc3c(C)cc(Cl)cc32)[C@@H]2C(=O)N(C3CCCC3)C(=O)[C@H]12 (some centres not stated)	-9	-12	0.8	-0.1	-2	11	0.73	-1.4	-1
COC(=O)C1=C(C)Nc2ncnn2C1c1ccco1 (configuration not stated)	-8	4	0.9	-0.2	-3	5	0.34	-0.71	/
O=S(=O)(O)c1nc2ccccc2n1CCOc1ccccc1	-7	12	1	1.0	5	10	0.04	0.31	-0.078
CCOC(=O)N1CCN(S(=O)(=O)Cc2ccccc2)CC1	5	18	0.9	-0.7	3	1	-0.47	-0.43	-0.46
O=C(O)c1n[nH]c2c1CCCCC2	9	8	1	-1.1	1	7	-0.48	0.095	-1.4
CC1CCC(NC(=O)C2CCN(c3cnccn3)CC2)CC1 (configuration not stated)	-4	17	0.8	-0.7	3	9	0.097	0.18	0.17
CC1CCCCN1C(=O)CSc1nc(C2CC2)nc2c1cnn2-c1ccccc1 (configuration not stated)	/	13	1	/	/	1	-0.32	-0.84	4*
CCCOc1ccccc1C1CC(=O)NC(C)=C1C(=O)OCC(C)C (configuration not stated)	-22	8	0.8	-0.8	4	0	0.65	0.28	-0.088
Cc1nn(-c2ccccc2)c2sc(C(=O)N(Cc3ccco3)C(C)C(=O)NC(C)(C)C)cc12 (configuration not stated)	-7	9	0.9	0.2	-4	0	0.054	-0.4	2.5
COc1ccc(NC(=O)Nc2ccc(OCC(=O)N3CCOCC3)cc2)cc1OC	/	5	0.9	-0.6	3	3	-0.00068	-0.37	1.4
CCOC(=O)C1CCCN(Cc2nc(N)nc(Nc3ccccc3)n2)C1 (configuration not stated)	-7	3	0.9	-0.1	13	6	0.44	1.7	-0.64

Rows are unselected; 12% or so of the library scored in one or more.
